# beta cell repl: inducers of MIN6 beta-cell proliferation, primary screen, ATP luminescence, uHTS; hit rate 0.29% among 330,000; MIN6 cells proliferation, ATPlite luminescence, 48 h; cells starved in 0.2% serum; 100% = growth in 10% serum; proliferation, % at 10 µM;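 active = compounds whose signal lies at least 3.5 SD above the mean of all wells on their plate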;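 note: 0% = DMSO-treated cells in low-serum medium and 100% = 10% serum control; some compounds called inactive have numbers as strong as hits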
# PfGluPho inh: PfG6PD enzyme inhibitors, primary screen, biochemical, fluorescence intensity, uHTS; glucose-6-phosphate dehydrogenase-6-phosphogluconolactonase (Plasmodium falciparum 3D7); PfGluPho enzyme, NADPH resazurin-diaphorase fluorescence; inhibition, % at 20 µM; hit rate 0.78% among 350,000; AID 504690, 2011;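 active = inhibition reaching at least a set limit at 20 µM in the primary screen, cut at about 59% in these data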;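 note: 0% = DMSO wells with substrate and 100% = DMSO wells lacking glucose-6-phosphate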
# SENP8 block-1: human SENP8 protease inhibitors, primary screen, biochemical, fluorescence, Nedd8 protein substrate, uHTS | recombinant SENP8 | inhibition, % at 20 µM | hit rate 0.64% among 360,000 | AID 602440, 2012; in the data active = inhibition mostly above about 40%, no sharp cut-off; inactive = mostly below about 27%
# SENP1 inh: human SENP1 catalytic domain inhibitors, primary screen, biochemical, FRET, uHTS; Sentrin-specific protease 1 (Homo sapiens), Q9P0U3; recombinant SENP1 catalytic domain, CyPet-SUMO1-YPet FRET cleavage; inhibition, % at 10 µM; hit rate 0.21% among 360,000; AID 624204, 2012;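 active = inhibition at least 30% at 10 µM, raw YFP signal under a set limit, fluorescence ratio 0.5 to 1.5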;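 note: 0% = enzyme with DMSO and 100% = no enzyme wells; some results filed as inactive read as strong as hits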
#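 Test system: human SENP1 catalytic domain; medium: Tris pH 8 buffer plus EDTA, NaCl, BME, BSA, NP40, catalase; incubation: 50 min reaction at room temperature; technique: FRET, CFP and YFP emission; controls: no-enzyme low control and enzyme-plus-DMSO high control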
# SENP8 block-2: SENP8 protease inhibitors, primary screen, biochemical, luminescence; AID 2540, 2010; hit rate 1.2% among 330,000; inhibition, % at 10 µM; purified SENP8, Z-RLRGG-aminoluciferin cleavage; in the data active = inhibition above about 50%
# SENP7 inh: SENP7 protease inhibitors, primary screen, biochemical, luminescence, uHTS; Sentrin-specific protease 7 (Homo sapiens), Q9BQF6; recombinant SENP7, Z-RLRGG-aminoluciferin luminescence, 40 min; inhibition, % at 5 µM; hit rate 1.5% among 330,000; AID 434973, 2010;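 active = inhibition above about 50% at the single test dose, limit read from the data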;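 note: plate controls were DMSO with enzyme for no effect and no enzyme buffer wells for full effect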
# HKDC1 inhibitor: HKDC1 hexokinase inhibitors, primary screen, biochemical, fluorescence, uHTS; AID 493160, 2011; hit rate 0.16% among 340,000; recombinant HKDC1, G6PDH/diaphorase resazurin coupled fluorescence; inhibition, % at 20 µM; Q2TB90;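 active = inhibition above about 35% when tested at 20 µM, limit read from the data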;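 note: plate controls were DMSO wells with enzyme for no effect and DMSO wells lacking enzyme for full effect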
# Target sequence (Q2TB90 whole entry, looked up): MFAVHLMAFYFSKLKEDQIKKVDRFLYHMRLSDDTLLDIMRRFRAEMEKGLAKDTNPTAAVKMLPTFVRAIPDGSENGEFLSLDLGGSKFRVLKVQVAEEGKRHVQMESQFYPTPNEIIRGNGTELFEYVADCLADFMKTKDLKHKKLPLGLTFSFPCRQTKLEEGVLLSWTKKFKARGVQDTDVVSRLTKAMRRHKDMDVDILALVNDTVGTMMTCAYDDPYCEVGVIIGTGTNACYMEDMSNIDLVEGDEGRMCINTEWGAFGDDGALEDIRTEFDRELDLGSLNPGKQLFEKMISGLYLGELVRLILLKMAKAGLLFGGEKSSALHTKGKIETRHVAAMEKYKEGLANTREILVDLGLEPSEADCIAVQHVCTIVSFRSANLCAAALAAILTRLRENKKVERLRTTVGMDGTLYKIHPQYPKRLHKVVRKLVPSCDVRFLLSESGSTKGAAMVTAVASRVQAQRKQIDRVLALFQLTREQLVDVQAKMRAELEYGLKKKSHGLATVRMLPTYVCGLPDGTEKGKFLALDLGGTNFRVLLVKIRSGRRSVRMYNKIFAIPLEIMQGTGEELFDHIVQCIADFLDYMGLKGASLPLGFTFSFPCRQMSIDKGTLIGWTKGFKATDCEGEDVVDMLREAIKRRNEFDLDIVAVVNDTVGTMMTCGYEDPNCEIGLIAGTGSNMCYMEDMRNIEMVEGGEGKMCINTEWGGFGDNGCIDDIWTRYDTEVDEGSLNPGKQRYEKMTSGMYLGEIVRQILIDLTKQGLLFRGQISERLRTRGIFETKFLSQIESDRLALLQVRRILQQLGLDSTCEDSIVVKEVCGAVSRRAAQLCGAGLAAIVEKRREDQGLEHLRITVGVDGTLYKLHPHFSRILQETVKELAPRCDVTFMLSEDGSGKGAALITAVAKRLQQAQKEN
#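 Test system: HK5 enzyme. Quantity: 5 µg/mL HK5 final. Reagent: glucose and ATP substrates. Schedule: 90 min reaction incubation at room temperature, dark. Technique: resazurin-to-resorufin fluorescence via G6PDH and diaphorase coupling, 525/613 nm. Control set: DMSO wells with and without enzyme mix.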
# UBC13 inh: UBC13 polyubiquitin chain formation inhibitors, primary screen, biochemical, TR-FRET, uHTS | inhibition, % at 20 µM | hit rate 0.47% among 330,000; in the data active = inhibition above about 45%, passing the limit was not always enough
# Target sequence (P61088 whole entry, looked up): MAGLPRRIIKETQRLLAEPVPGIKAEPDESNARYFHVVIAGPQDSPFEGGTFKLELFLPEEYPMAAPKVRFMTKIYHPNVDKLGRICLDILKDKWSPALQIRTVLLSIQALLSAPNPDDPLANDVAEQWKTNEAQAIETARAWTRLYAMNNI
# SENP6 inh: SENP6 protease inhibitors, primary screen, biochemical, luminescence, uHTS. Sentrin-specific protease 6 (Homo sapiens), Q9GZR1. hit rate 1.8% among 330,000. Recombinant SENP6 catalytic domain, aminoluciferin luminescence. inhibition, % at 10 µM;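 active = inhibition above about 50% at the single tested dose, limit read from the data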;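 note: plate controls were DMSO wells with enzyme for no effect and DMSO wells lacking enzyme for full effect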
# Numbers without * were called inactive; . = not tested or not shown. Compounds were not picked by outcome, and some 4% of all compounds hit somewhere here.
# Preview, five compounds:
(1) Cn1c(=O)c2c(nc(N3CCOCC3)n2C/C=C/c2ccccc2)n(C)c1=O
(2) CCOc1ccc(CCNC(=O)COC(=O)c2cccnc2SC)cc1OCC
(3) Brc1ccc(OCCCCCN2CCOCC2)cc1
(4) COc1ccc(COn2nnc3ccc(S(=O)(=O)N4CCOCC4)cc32)cc1F
(5) CC1CCN(Cc2nnnn2CCCC(=O)NCCN2CCOCC2)CC1

Assay by compound,1,2,3,4,5
SENP1 inh,0,1,1,1,0
HKDC1 inhibitor,1,0,6,1,-8
SENP8 block-1,4,9,-1,12,7
SENP8 block-2,-5,-7,-1,2,3
SENP7 inh,1,8,1,-2,-6
SENP6 inh,-10,-18,-25,0,-4
beta cell repl,0,4,-3,9,-2
PfGluPho inh,-15,10,0,-5,14
UBC13 inh,3,-1,6,0,3

# The whole of this part (from the top)
(1) Cn1c(=O)c2c(nc(N3CCOCC3)n2C/C=C/c2ccccc2)n(C)c1=O
(2) CCOc1ccc(CCNC(=O)COC(=O)c2cccnc2SC)cc1OCC
(3) Brc1ccc(OCCCCCN2CCOCC2)cc1
(4) COc1ccc(COn2nnc3ccc(S(=O)(=O)N4CCOCC4)cc32)cc1F
(5) CC1CCN(Cc2nnnn2CCCC(=O)NCCN2CCOCC2)CC1
(6) O=C(COC(=O)c1ccc(Cl)nc1)Nc1cc(S(=O)(=O)N2CCOCC2)ccc1Cl

Assay by compound,1,2,3,4,5,6
SENP1 inh,0,1,1,1,0,-3
HKDC1 inhibitor,1,0,6,1,-8,-2
SENP8 block-1,4,9,-1,12,7,-9
SENP8 block-2,-5,-7,-1,2,3,-8
SENP7 inh,1,8,1,-2,-6,-7
SENP6 inh,-10,-18,-25,0,-4,0
beta cell repl,0,4,-3,9,-2,0
PfGluPho inh,-15,10,0,-5,14,-14
UBC13 inh,3,-1,6,0,3,-10

(7) Nc1ccc(OCc2ccccc2)cc1[N+](=O)[O-]
(8) O=C(Cn1c(C(F)(F)F)nc2ccccc21)NCCCN1CCOCC1
(9) Cc1nn(S(=O)(=O)c2ccc(F)cc2)c(C)c1S(=O)(=O)N1CCCCC1
(10) CCN(CC)S(=O)(=O)c1cc(NC(=O)CCNC(=O)c2ccccc2Cl)ccc1C
(11) O=C(Nc1ccccc1N1CCOCC1)C1CCN(S(=O)(=O)c2ccccc2F)CC1
(12) O=C(CN1C(=O)C2CCCCC2C1=O)OCc1nnc(-c2ccccc2)o1 (stereo not drawn)

Assay by compound,7,8,9,10,11,12
SENP1 inh,4,0,1,1,2,1
HKDC1 inhibitor,-5,2,-8,-1,-6,-1
SENP8 block-1,17,8,10,6,9,17
SENP8 block-2,.,1,-3,-3,0,0
SENP7 inh,.,-3,-1,-2,7,-1
SENP6 inh,.,-4,9,-2,-8,-13
beta cell repl,.,3,-4,0,-2,-3
PfGluPho inh,17,-10,5,-6,-3,21
UBC13 inh,.,10,-2,6,-12,-7

(13) COc1cccc2c(=O)c3cccc(N)c3[nH]c12
(14) COc1ccc(C2CC(=O)C(CS(=O)(=O)c3ccccc3)C(=O)C2)cc1 (stereo not drawn)
(15) COc1cc(CCC(=O)OCC(=O)NC2CCCC(C)C2C)cc(OC)c1OC (stereo not drawn)
(16) c1ccc(CN2CCN(CCOCCOc3ccc4c(c3)CCC4)CC2)cc1
(17) CCOC(=O)C(C)Oc1cccc2c(=O)n(CC(=O)NCCc3ccc(OC)c(OC)c3)ccc12 (stereo not drawn)
(18) CCN1CCN(CC(=O)N2N=C(c3ccc(OC)cc3)CC2c2ccc(OC)cc2)C(=O)C1=O (stereo not drawn)

Assay by compound,13,14,15,16,17,18
SENP1 inh,-27,2,-3,1,-2,1
HKDC1 inhibitor,9,-15,-4,-10,-6,-4
SENP8 block-1,-365,-6,14,20,-76,-34
SENP8 block-2,4,-3,-3,-1,-10,-7
SENP7 inh,6,-6,8,-4,-9,1
SENP6 inh,20,9,4,15,-17,27
beta cell repl,-5,0,3,-2,-2,-1
PfGluPho inh,11,-10,-4,-4,0,0
UBC13 inh,-32,0,-2,11,-2,1

(19) O=C(Nc1ccc(Br)cn1)c1coc(=O)c(Br)c1
(20) COCCN(C(=S)Nc1ccccc1C)C(C)c1ccco1 (stereo not drawn)
(21) CN(Cc1c(F)cccc1Cl)C(=O)CNC(=O)c1ccc2c(c1)OCO2
(22) CCN=c1scc(-c2ccccc2)n1/N=C/c1ccccn1
(23) CCOC(=O)c1c(C)[nH]c(C(=O)OCC(=O)c2c(N)n(C)c(=O)n(C)c2=O)c1C
(24) O=C1CC(N2CCCCCC2)C(=O)N1c1ccc2c(c1)OCO2 (stereo not drawn)

Assay by compound,19,20,21,22,23,24
SENP1 inh,0,1,1,-31,.,-1
HKDC1 inhibitor,8,-2,-4,3,.,-13
SENP8 block-1,-424,21,3,-20,.,13
SENP8 block-2,3,1,-3,46,3,-1
SENP7 inh,0,3,-9,52*,-9,6
SENP6 inh,-24,3,-13,63*,-3,-4
beta cell repl,1,-3,5,-5,-2,-4
PfGluPho inh,5,9,4,49,.,7
UBC13 inh,12,-4,1,6,1,-12

(25) COc1ccc(C(=O)Nc2ccc(Cl)cc2C(=O)N2CCOCC2)cc1
(26) Cn1c(Cc2nc3ccccc3n2C)nc2ccccc21
(27) CC(OC(=O)CNC(=O)COc1ccccc1)C(=O)N(C)Cc1ccccc1 (stereo not drawn)
(28) NS(=O)(=O)c1ccc(NC(=O)CSc2nc3ccccc3n2-c2ccccc2)cc1
(29) COc1cccc(CN(C)S(=O)(=O)c2ccc3c(c2)OCCO3)c1
(30) Brc1ccccc1-n1nnc(-c2cccnc2)n1

Assay by compound,25,26,27,28,29,30
SENP1 inh,2,3,-2,0,1,0
HKDC1 inhibitor,-3,4,-3,6,-4,-4
SENP8 block-1,-3,-8,4,18,9,6
SENP8 block-2,7,-15,3,-13,0,-4
SENP7 inh,3,-5,14,-6,-12,-4
SENP6 inh,2,-7,-1,-20,-1,7
beta cell repl,2,2,-3,-3,5,2
PfGluPho inh,1,-2,2,-4,2,11
UBC13 inh,-8,1,-6,-3,4,1

(31) CCN(CC(=O)N1CCN(Cc2ccccc2)CC1)S(=O)(=O)c1ccc(C)cc1
(32) CC(C)[C@@H](C(=O)NCC1CCCO1)N1C(=O)N2CCc3c([nH]c4ccccc34)[C@@]2(C)C1=O (stereo partly drawn)
(33) O=C(NCCCO)C(=O)Nc1ccc2c(c1)N(S(=O)(=O)c1cccs1)CCC2
(34) N/C(Cc1ccc(Cl)cc1Cl)=N\OC(=O)Cc1cccs1
(35) Cc1ccc(C)c(NC(=O)c2ccc[n+](Cc3ccc([N+](=O)[O-])cc3)c2)c1
(36) CCCCCCCCCC[n+]1cccc(C(=O)N(CC)CC)c1

Assay by compound,31,32,33,34,35,36
SENP1 inh,1,-4,-1,1,2,2
HKDC1 inhibitor,0,-2,-1,-5,-8,-7
SENP8 block-1,8,51*,4,23,23,0
SENP8 block-2,10,-10,0,-2,4,-1
SENP7 inh,0,-20,1,-4,3,0
SENP6 inh,-13,-8,9,-2,7,-12
beta cell repl,-5,-3,6,0,2,-4
PfGluPho inh,4,8,34,-3,-1,-2
UBC13 inh,4,2,-3,7,10,-2

(37) O=C(Nc1ccc(N2CCCC2)c(S(=O)(=O)Nc2cccc(C(F)(F)F)c2)c1)c1cccs1
(38) CC(NCc1ccc2c(c1)OCO2)C(=O)N1CCc2ccccc21 (stereo not drawn)
(39) CC(C)c1nc(Cl)c(C#N)c2c1CSC(C)(C)C2
(40) CCOc1cc(C(=O)N2CCCC2)cc(OCC)c1OCC
(41) Cc1ccc(N2C(=O)[C@@H]3C(C(=O)CN4C(=O)c5ccccc5C4=O)=NN[C@@H]3C2=O)c(C)c1
(42) O=C(CSCc1ccccc1Br)NC1CC1

Assay by compound,37,38,39,40,41,42
SENP1 inh,1,-1,0,3,0,-1
HKDC1 inhibitor,7,-3,1,-2,7,-3
SENP8 block-1,15,34,13,6,20,23
SENP8 block-2,3,-7,-10,-3,-4,-7
SENP7 inh,-1,-8,-7,-3,-5,-6
SENP6 inh,-9,-2,-9,-8,-16,-22
beta cell repl,-7,0,-1,-2,-2,-1
PfGluPho inh,26,-2,-14,-15,0,22
UBC13 inh,-8,-7,-2,-4,-15,-4

(43) CCc1cc2c3c([nH]c2cc1S(=O)(=O)N1CCC2(CC1)OCCO2)CCCC3=O
(44) COc1cc2c(c(OC)c1OC)-c1ccc(OC)c(=O)cc1C(NC(=O)c1ccccc1)CC2 (stereo not drawn)
(45) CSc1cccc(CN2CCCC(CNC(=O)c3ccco3)C2)c1 (stereo not drawn)
(46) CCC1C(=O)C(C)(C)C(=O)OC1c1ccc([N+](=O)[O-])cc1 (stereo not drawn)
(47) Cc1nnsc1C(=O)NNC(=O)c1ccc(C(F)(F)F)cc1
(48) CC(=O)Nc1cccc(/C(C)=N/N2C(C)CCCC2C)c1 (stereo not drawn)

Assay by compound,43,44,45,46,47,48
SENP1 inh,0,2,0,1,-2,1
HKDC1 inhibitor,-3,-2,-5,-3,-1,-2
SENP8 block-1,8,-8,-4,14,16,16
SENP8 block-2,4,.,7,.,0,-5
SENP7 inh,5,.,-4,.,11,-5
SENP6 inh,-4,.,2,.,-6,-12
beta cell repl,-1,.,4,.,-1,0
PfGluPho inh,-2,6,9,12,-12,-8
UBC13 inh,-6,.,-4,.,-4,-3

# One compound at a time, from the list above. Values in the order: SENP1 inh | HKDC1 inhibitor | SENP8 block-1 | SENP8 block-2 | SENP7 inh | SENP6 inh | beta cell repl | PfGluPho inh | UBC13 inh
# `CC(=O)Nc1cccc(/C(C)=N/N2C(C)CCCC2C)c1` (stereo not drawn) as listed: 1 | -2 | 16 | -5 | -5 | -12 | 0 | -8 | -3
# `CSc1cccc(CN2CCCC(CNC(=O)c3ccco3)C2)c1` (stereo not drawn) as listed: 0 | -5 | -4 | 7 | -4 | 2 | 4 | 9 | -4

# (continued)
(49) CCOC(=O)CNC(=O)N1CCCC(C(=O)c2cc(C)c(OC)c(C)c2)C1 (stereo not drawn)
(50) O=C1CCN(Cc2ccccc2)CCN1[C@H](CO)c1ccccc1
(51) CCc1nc2oc3ccccc3c(=O)c2c(=O)n1Cc1ccccc1
(52) CCc1noc(C)c1C(=O)Nc1ccccc1C(C)(C)C

Assay by compound,49,50,51,52
SENP1 inh,6,2,1,2
HKDC1 inhibitor,-6,-9,-2,-3
SENP8 block-1,-14,3,15,7
SENP8 block-2,6,0,-4,5
SENP7 inh,-6,-3,-6,-5
SENP6 inh,4,-18,-1,8
beta cell repl,1,-1,-3,-2
PfGluPho inh,-3,-1,-9,11
UBC13 inh,-1,-14,-20,0

# Individual results from the entries so far:
# UBC13 inh with entry 49 → -1
# SENP6 inh with entry 51 → -1
# SENP1 inh with entry 50 → 2
